Pf gametocyte = kills late stage P. falciparum gametocytes; P. falciparum stage V gametocytes, ATP luminescence, 24 h; inhibition, % at 10.9 µM; actives 0.065% (n = 150,000);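 active = inhibition above the mean plus 3 SD of compounds within the control limits, set per campaign, cut at about 38% in these data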;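 also: 0% = DMSO wells and 100% = medium only without gametocytes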
HRas wt GTP bind = human HRas wildtype GTP binding, change in either direction | AID 759 | GTP binding activity, % at 10 µM | actives 0.14% (n = 190,000) | GST-Ras wt beads, Bodipy-FL-GTP binding, flow cytometry; actives lie on both sides | P01112;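 active = GTP binding activity at least 20% away from the 100% baseline, either lowered as inhibitor or raised as activator; inconclusive = flagged as likely green fluorescent, judged across all proteins in the well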;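 also: 0% = unlabeled GTP competition control and 100% = no-compound control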
Target sequence (P01112 whole entry, looked up): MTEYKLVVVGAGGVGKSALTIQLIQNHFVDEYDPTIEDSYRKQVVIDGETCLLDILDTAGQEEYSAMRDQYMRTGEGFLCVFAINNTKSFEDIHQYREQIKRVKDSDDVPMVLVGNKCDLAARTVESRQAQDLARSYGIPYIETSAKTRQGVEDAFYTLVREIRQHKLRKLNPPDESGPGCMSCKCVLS
Rac1 wt modul = human Rac1 wildtype GTP binding, inhibitors and activators | P63000 | GST-Rac1 beads, fluorescent GTP binding, flow cytometry; actives lie on both sides; 0 = cold GTP competed, 100 = untreated | GTP binding activity (% of control), % at 10 µM | actives 0.27% (n = 190,000);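 active = GTP binding activity at least 20 points away from the 100% control level, either lower or higher; inconclusive = compound flagged as likely green fluorescent, judged across all proteins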
Cdc42 wt = human Cdc42 wildtype GTP binding change, either direction; P60953; GST-Cdc42 beads, Bodipy-GTP binding, flow cytometry; actives lie on both sides; percent activity (GTP binding), % at 10 µM; actives 0.2% (n = 190,000);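 active = percent activity GTP binding at least 20 points away from the 100% baseline, either down as inhibitor or up as activator; inconclusive = compound flagged as likely green fluorescent from well-wide comparison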;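 also: median bead fluorescence of bound Bodipy-FL-GTP at 100 nM; 0% = excess unlabeled GTP control and 100% = no compound control; below 100% means less GTP binding so inhibitor and above means activator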
Target sequence (P60953 whole entry, looked up): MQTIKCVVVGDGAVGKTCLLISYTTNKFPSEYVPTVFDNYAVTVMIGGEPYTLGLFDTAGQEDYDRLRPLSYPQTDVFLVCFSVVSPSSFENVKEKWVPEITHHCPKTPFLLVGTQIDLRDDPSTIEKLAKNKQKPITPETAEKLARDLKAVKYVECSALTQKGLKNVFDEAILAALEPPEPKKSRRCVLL
Mcl1-Bid inh = disrupts binding of human Mcl-1 to Bid peptide; Q07820; TR-FRET Mcl-1/Bid-Dy647 peptide binding, 1536-well; inhibition, % at 21.7 µM; actives 0.97% (n = 220,000); AID 1021;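 active = compounds that cut the binding signal by more than half at the single screening dose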;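 also: His-tagged Mcl-1 with europium anti-His antibody binding Bid BH3 peptide; 0% = Mcl-1 plus peptide wells and 100% = peptide-only wells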
Target sequence (Q07820 whole entry, looked up): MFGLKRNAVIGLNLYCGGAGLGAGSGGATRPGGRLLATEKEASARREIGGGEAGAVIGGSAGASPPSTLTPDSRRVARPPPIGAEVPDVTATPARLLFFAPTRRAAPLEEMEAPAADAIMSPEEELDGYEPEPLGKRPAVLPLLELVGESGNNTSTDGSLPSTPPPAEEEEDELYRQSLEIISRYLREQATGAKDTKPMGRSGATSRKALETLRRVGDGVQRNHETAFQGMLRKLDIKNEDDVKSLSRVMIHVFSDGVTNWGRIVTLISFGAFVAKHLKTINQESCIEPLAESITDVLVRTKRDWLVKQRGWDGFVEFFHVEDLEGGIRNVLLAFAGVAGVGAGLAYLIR
Rab7 wt modul = dog Rab7 wildtype GTP binding, inhibitors and activators; GTP binding activity (percent of control), % at 10 µM; actives 0.055% (n = 190,000); GST-Rab7 beads, fluorescent GTP binding, flow cytometry; actives lie on both sides; untreated = 100%, excess cold GTP = 0%; AID 758;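 active = fluorescent GTP binding to Rab7 beads changed by at least 20 points from the 100% baseline, either direction, mostly lower; inconclusive = compound itself probably fluorescent, or too few beads counted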;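 also: median green fluorescence of bound Bodipy-FL-GTP per Rab7 bead population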
Rac1 mut GTP = alters GTP binding to activated mutant human Rac1 | GST-Rac1 activated beads, fluorescent GTP binding, flow cytometry; actives lie on both sides; 100% means binding = to untreated wells | percent activity (GTP binding), % at 10 µM | actives 0.11% (n = 190,000) | AID 764;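 active = GTP binding at least 20 percentage points away from the 100% baseline, in either direction, so actives lie on both sides; inconclusive = Compound likely fluorescent itself, or too few beads counted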
GSH bead fluor = GSH bead compound fluorescence profile; GSH beads flow cytometry, compound fluorescence 488/530 nm; hits give high values; fluorescence (KMESF) at 10 µM; actives 0.25% (n = 190,000); in the data active = fluorescence above about 89;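 also: glutathione beads carrying GST-tagged Bcl family fusion proteins plus one bare bead set; values are compound well signal with DMSO vehicle wells as background; inactives centre near 16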
Rab2A wt mod = changes GTP binding to wildtype dog Rab2A, up or down | P61105 | actives 0.19% (n = 190,000) | GTP binding activity, % at 10 µM | GST-Rab2 wt beads, Bodipy-GTP binding, flow cytometry;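 active = GTP binding activity at least 20 points away from 100%, either lowered or raised; inconclusive = signal likely due to the compound's own green fluorescence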;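 also: 0% = beads with excess unlabeled GTP and 100% = no-compound control corrected for plate trend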
Avidin bead fluor = compound fluoresces at 488/530 nm on avidin beads. compound fluorescence 488/530 nm, flow cytometry; hits give high values. fluorescence (KMESF) at 10 µM. actives 0.38% (n = 220,000); in the data active = fluorescence above about 47; also: inactives centre near 10
Mcl1-Noxa inh = disrupts binding of human Mcl-1 to Noxa peptide; inhibition, % at 21.7 µM; Q07820; actives 1.5% (n = 220,000); TR-FRET Mcl-1/Noxa peptide binding, 2 h;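 active = compounds that cut the protein-peptide binding signal by more than 50% relative to plate controls in a single-dose test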;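 also: His-tagged Mcl-1 with rhodamine Noxa BH3 peptide and terbium anti-His antibody; 0% = Mcl-1 plus Noxa peptide wells and 100% = peptide-only wells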
* = called active by the depositor; u = inconclusive; x = no result given.

SMILES | Pf gametocyte | HRas wt GTP bind | Rac1 wt modul | Cdc42 wt | Mcl1-Bid inh | Rab7 wt modul | Rac1 mut GTP | GSH bead fluor | Rab2A wt mod | Avidin bead fluor | Mcl1-Noxa inh
CN(C)CCP(=O)(c1ccccc1)c1ccccc1 | 23.3 | 99.0 | 96.0 | 106.0 | -44.5 | 99.0 | 99.0 | 17 | 100.0 | 9 | 6.2
COc1cc(S(=O)(=O)N2CCN(c3ccccc3)CC2)ccc1Cl | -10.4 | 104.0 | 110.0 | 106.0 | 5.6 | 101.0 | 104.0 | 17 | 107.0 | 8 | 5.7
Cc1cc(C)cc(OCC(=O)Nc2ccc(S(=O)(=O)Nc3ccccn3)cc2)c1 | 4.8 | u | u | u | -13.7 | u | u | 26 | u | 12 | 9.9
CCCOc1ccc2ccccc2c1/C=N/n1cnnc1 | x | 101.0 | 105.0 | 102.0 | -19.2 | 101.0 | 102.0 | 11 | 104.0 | 5 | -12.7
COc1cccc(NC(=O)CC2SC(=Nc3ccccc3)NC2=O)c1 (stereo not given) | x | 94.0 | 93.0 | 95.0 | -17.0 | 96.0 | 94.0 | 20 | 93.0 | 7 | 0.5
CC(C)C(=O)NC(Nc1cccc([N+](=O)[O-])c1)C(Cl)(Cl)Cl (stereo not given) | 5.9 | 94.0 | 96.0 | 97.0 | -20.8 | 94.0 | 95.0 | 25 | 95.0 | 10 | 4.5
Cc1cc(/C=N/NC(=O)C(=O)N2CCCC2)c(C)n1-c1cccc(Br)c1 | x | 93.0 | 92.0 | 94.0 | -35.6 | 92.0 | 92.0 | 13 | 91.0 | 36 | -14.6
CCSc1cc(C2C(C(=O)OC)=C(C)NC3=C2C(=O)CCC3)c(C)o1 (stereo not given) | x | 102.0 | 107.0 | 103.0 | -28.3 | 97.0 | 100.0 | 21 | 99.0 | 18 | -6.5
COc1ccc(C2=Nn3c(nnc3-c3ccccn3)SC2)cc1 | x | 94.0 | 90.0 | 92.0 | -22.1 | 98.0 | 95.0 | 11 | 94.0 | 7 | 4.8
Cc1ccccc1SC1CCN(Cc2nc(C3CC3)no2)CC1 | 8.4 | 93.0 | 94.0 | 91.0 | -15.1 | 97.0 | 92.0 | 13 | 95.0 | 10 | 11.4
O=P(COCCCCCOCP(=O)(c1ccccc1)c1ccccc1)(c1ccccc1)c1ccccc1 | 16.8 | 97.0 | 99.0 | 98.0 | -18.1 | 106.0 | 93.0 | 26 | 101.0 | 10 | 21.2
OCC[n+]1ccc(/C=C/c2c[nH]c3ccccc23)cc1 | 5.1 | 104.0 | 102.0 | 103.0 | -0.2 | 101.0 | 102.0 | 7 | 101.0 | 17 | -172.6
CCCCCC(=O)N/N=C/c1ccc(N(C)C)cc1 | x | 103.0 | 106.0 | 105.0 | -14.3 | 101.0 | 101.0 | 14 | 102.0 | 6 | 19.8
CCOC(=O)C1CCCN(C(=O)C2CCN(S(=O)(=O)c3cnc[nH]3)CC2)C1 (stereo not given) | -22.6 | 101.0 | 107.0 | 98.0 | -17.0 | 96.0 | 100.0 | 23 | 103.0 | 27 | 4.2
CCCCC(=O)NC(=S)Nc1cccc(C(=O)O)c1 | x | 99.0 | 98.0 | 97.0 | -35.2 | 104.0 | 96.0 | 8 | 98.0 | 8 | 5.9
O=C(O)CC/C(=C\c1ccc(Cl)c([N+](=O)[O-])c1)c1nc2ccccc2s1 | -31.7 | 93.0 | 89.0 | 90.0 | 5.5 | 96.0 | 90.0 | 12 | 87.0 | 7 | 13.7
COc1cccc(-c2nnc3sc(-c4ccc(C)cc4)nn23)c1 | x | 95.0 | 97.0 | 96.0 | 7.4 | 95.0 | 95.0 | 17 | 95.0 | 8 | -2.3
COc1ccc2[nH]c3c(N4CCC(O)(c5cccc(C(F)(F)F)c5)CC4)ncnc3c2c1 | x | 98.0 | 103.0 | 96.0 | -7.0 | 100.0 | 98.0 | 10 | 98.0 | 16 | -0.2
CN1CCN(Cc2nc3ccccc3c(=O)n2Cc2nc(-c3ccccc3F)cs2)CC1 | 14.3 | 96.0 | 101.0 | 98.0 | -16.5 | 97.0 | 100.0 | 11 | 96.0 | 13 | 15.1
CCC(C)NC(=O)CSc1nc2cc3c(cc2c(=O)n1Cc1ccco1)OCO3 (stereo not given) | -5.7 | 97.0 | 96.0 | 96.0 | 53.5* | 95.0 | 98.0 | 14 | 97.0 | 11 | -27.0
CCOC(=O)c1c(NC(=S)Nc2ccc(OC)cc2)sc2c1CCCCC2 | x | 100.0 | 104.0 | 101.0 | -7.1 | 98.0 | 97.0 | 9 | 101.0 | 4 | -3.9
S=C1NCCOCCOCCOCCOCCN1 | 9.1 | 104.0 | 104.0 | 104.0 | -71.9 | 104.0 | 101.0 | 14 | 104.0 | 6 | -7.2
COc1cc(C)c(Cl)cc1S(=O)(=O)n1ccnc1C | 18.3 | 105.0 | 106.0 | 108.0 | -18.6 | 99.0 | 104.0 | 14 | 102.0 | 13 | 5.1
Cc1ccc(OCCCOc2cccc3cccnc23)cc1C | -10.1 | 101.0 | 99.0 | 100.0 | 19.3 | 98.0 | 97.0 | 34 | 101.0 | 5 | 11.8
Cc1nnc(-c2cnn(C)c2N)n1CCCN(C)C | -3.9 | 95.0 | 95.0 | 92.0 | -11.4 | 92.0 | 92.0 | 15 | 97.0 | 9 | 11.5
COc1cc(C(=O)NC2CC(C)(C)NC(C)(C)C2)cc(OC)c1OC | -3.3 | 101.0 | 100.0 | 99.0 | -1.8 | 104.0 | 99.0 | 22 | 100.0 | 6 | -16.6
O=C(NN1C(=O)/C(=C\c2cccnc2)SC1=S)c1ccco1 | x | 94.0 | 89.0 | 90.0 | -21.5 | 92.0 | 91.0 | 15 | 92.0 | 15 | 18.3
CCOC(=O)c1c(C)[nH]c(C2=NNC(=Nc3ccc(OCC)cc3)SC2)c1C | 21.2 | 98.0 | 100.0 | 98.0 | -64.7 | 103.0 | 99.0 | 9 | 95.0 | 3 | -21.9
O=C(/C(=C(\[O-])c1ccccc1)[n+]1ccc2ccccc2c1)c1ccc([N+](=O)[O-])cc1 | -4.8 | 98.0 | 105.0 | 98.0 | 3.2 | 97.0 | 99.0 | 6 | 98.0 | 0 | 11.7
Cc1c(C(=O)N2CCCC(C)C2)sc2ncnc(N3CCCCC3C)c12 (stereo not given) | 9.6 | 94.0 | 97.0 | 94.0 | -26.3 | 93.0 | 94.0 | 11 | 93.0 | 9 | 12.7
CC1CCCN(CC(=O)Nc2cccc([N+](=O)[O-])c2)C1 (stereo not given) | 16.6 | 102.0 | 103.0 | 103.0 | 11.1 | 103.0 | 101.0 | 19 | 100.0 | 15 | 6.0
Cc1nn(C)c(C(=O)N/N=C/c2cccc3ccccc23)c1Cl | -0.8 | 99.0 | 100.0 | 97.0 | 5.1 | 93.0 | 99.0 | 21 | 98.0 | 3 | 12.0
C(=C\c1ccccc1)/CSc1nnc(-c2cccnc2)o1 | 5.4 | 96.0 | 96.0 | 93.0 | -10.9 | 100.0 | 98.0 | 38 | 97.0 | 15 | 18.0
O=C(CSc1ccc2c(c1)OCCO2)Nc1cccnc1 | -5.5 | u | u | u | -14.8 | u | u | 13 | u | 12 | 12.6
CCc1nnc(NC(=O)CN2C(=O)c3ccccc3S2(=O)=O)s1 | x | 102.0 | 109.0 | 104.0 | 11.2 | 102.0 | 100.0 | 24 | 103.0 | 32 | 16.4
O=C1CC(Sc2nnc(-c3ccccc3)o2)C(=O)N1c1ccccc1 (stereo not given) | 9.9 | 99.0 | 99.0 | 97.0 | -25.1 | 98.0 | 98.0 | 31 | 99.0 | 16 | 30.3
COc1ccc(NC(=O)CC(C)(C)C)c([N+](=O)[O-])c1 | x | 99.0 | 95.0 | 98.0 | 1.0 | 95.0 | 94.0 | 25 | 98.0 | 14 | 18.3
O=C1NN(c2ccccc2)C(=O)C2C1C1C=CC2C12CC2 (stereo not given) | 15.7 | 95.0 | 98.0 | 99.0 | -8.6 | 98.0 | 98.0 | 12 | 96.0 | 6 | -4.3
CCC(C)NC(=O)Nc1ccc(C)cc1C (stereo not given) | -21.5 | 95.0 | 99.0 | 95.0 | -32.5 | 95.0 | 95.0 | 17 | 95.0 | 10 | 5.4
CC(OC(=O)/C=C/c1cccs1)C(=O)Nc1ccc(S(N)(=O)=O)cc1 (stereo not given) | -23.2 | 98.0 | 97.0 | 97.0 | -12.8 | 93.0 | 99.0 | 10 | 95.0 | 13 | -8.6
CCOCCCN1CC(C(=O)NCCc2ccccc2)CC1=O (stereo not given) | x | 99.0 | 108.0 | 103.0 | 8.8 | 99.0 | 98.0 | 23 | 100.0 | 27 | 3.6
CNC(=O)CSc1nc2nc(C)cc(C)n2n1 | x | 104.0 | 104.0 | 105.0 | -5.5 | 101.0 | 101.0 | 23 | 106.0 | 12 | 6.8
COC(=O)c1ccc(CNC(=O)c2cc3ccccc3oc2=O)cc1 | -14.0 | 98.0 | 102.0 | 96.0 | -3.4 | 107.0 | 96.0 | 15 | 100.0 | 8 | 3.9
O=C(O)CSc1nnc(-c2ccncc2)n1C1CCCCC1 | 19.5 | 100.0 | 103.0 | 104.0 | -4.0 | 100.0 | 99.0 | 30 | 100.0 | 12 | 6.0
CCOC(=O)C1CCN(Cc2cn[nH]c2-c2ccccc2)CC1 | x | 96.0 | 99.0 | 100.0 | 8.9 | 96.0 | 96.0 | 25 | 95.0 | 14 | 1.0
CCOC(=O)C1=C(C)C(c2ccc(OC)cc2)NC(=O)N1 (stereo not given) | -8.8 | 99.0 | 98.0 | 98.0 | -19.5 | 98.0 | 93.0 | 19 | 99.0 | 6 | -0.7
C=CCn1cnc2c(nnn2-c2ccc(OC)c(OC)c2)c1=O | -2.3 | 97.0 | 93.0 | 100.0 | -31.3 | 97.0 | 93.0 | 20 | 92.0 | 10 | 9.7
COc1ccc(/C=N/Nc2nc3ccccc3s2)cc1O | -1.0 | 99.0 | 98.0 | 91.0 | 6.0 | 100.0 | 97.0 | 14 | 96.0 | 8 | 8.5
C=CCSc1nc2sc3c(c2c(=O)[nH]1)CCC3 | x | 96.0 | 99.0 | 95.0 | -16.0 | 97.0 | 95.0 | 21 | 97.0 | 6 | 1.8
CCCn1c(C)cc(C(=O)COC(=O)c2ccc(Cl)c(S(=O)(=O)N3CCCC3)c2)c1C | -5.5 | 103.0 | 105.0 | 103.0 | -79.9 | 100.0 | 99.0 | 45 | 97.0 | 12 | -1.4
CN(C)C(=O)CCSc1nnc(-c2ccncc2)o1 | 13.8 | 99.0 | 102.0 | 102.0 | -3.5 | 98.0 | 97.0 | 9 | 100.0 | 15 | -5.0

Screening results (PubChem BioAssay)

Outcome played no part in choosing rows; about 3% have a hit in one of these screens.
